High-throughput results (PubChem)
EPAC1 antagonist = blocks human EPAC1 exchange factor; O95398; AID 720709; Potency, µM (highest dose often 115 µM), for the others: top-dose activity change, negative = inhibition, usual class: inhibitors; EPAC1 GEF assay, Rap1b-BODIPY-GDP exchange fluorescence; 0.14% of 360,000 active;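 further: potency means the concentration at half of the fitted maximal effect; plate controls were vehicle for no effect and positive control for full effect; nearly all actives have a fitted effect of over 50% in size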
WRN inhibitor = inhibitors of human WRN helicase. WRN helicase unwinding, fluorescent forked duplex, kinetic. Potency, µM (titrated, usually from 114 µM), without a hit: at the highest dose activity change, negative = inhibition, actives largely listed as inhibitors. 0.46% of 360,000 active. AID 651768; further: potency means the concentration at half of the fitted maximal effect; on the % scale 0 is the no-effect control and ±100 the full control effect; nearly all actives have a fitted effect of over 55% in size
Target sequence (Q14191 whole entry, looked up): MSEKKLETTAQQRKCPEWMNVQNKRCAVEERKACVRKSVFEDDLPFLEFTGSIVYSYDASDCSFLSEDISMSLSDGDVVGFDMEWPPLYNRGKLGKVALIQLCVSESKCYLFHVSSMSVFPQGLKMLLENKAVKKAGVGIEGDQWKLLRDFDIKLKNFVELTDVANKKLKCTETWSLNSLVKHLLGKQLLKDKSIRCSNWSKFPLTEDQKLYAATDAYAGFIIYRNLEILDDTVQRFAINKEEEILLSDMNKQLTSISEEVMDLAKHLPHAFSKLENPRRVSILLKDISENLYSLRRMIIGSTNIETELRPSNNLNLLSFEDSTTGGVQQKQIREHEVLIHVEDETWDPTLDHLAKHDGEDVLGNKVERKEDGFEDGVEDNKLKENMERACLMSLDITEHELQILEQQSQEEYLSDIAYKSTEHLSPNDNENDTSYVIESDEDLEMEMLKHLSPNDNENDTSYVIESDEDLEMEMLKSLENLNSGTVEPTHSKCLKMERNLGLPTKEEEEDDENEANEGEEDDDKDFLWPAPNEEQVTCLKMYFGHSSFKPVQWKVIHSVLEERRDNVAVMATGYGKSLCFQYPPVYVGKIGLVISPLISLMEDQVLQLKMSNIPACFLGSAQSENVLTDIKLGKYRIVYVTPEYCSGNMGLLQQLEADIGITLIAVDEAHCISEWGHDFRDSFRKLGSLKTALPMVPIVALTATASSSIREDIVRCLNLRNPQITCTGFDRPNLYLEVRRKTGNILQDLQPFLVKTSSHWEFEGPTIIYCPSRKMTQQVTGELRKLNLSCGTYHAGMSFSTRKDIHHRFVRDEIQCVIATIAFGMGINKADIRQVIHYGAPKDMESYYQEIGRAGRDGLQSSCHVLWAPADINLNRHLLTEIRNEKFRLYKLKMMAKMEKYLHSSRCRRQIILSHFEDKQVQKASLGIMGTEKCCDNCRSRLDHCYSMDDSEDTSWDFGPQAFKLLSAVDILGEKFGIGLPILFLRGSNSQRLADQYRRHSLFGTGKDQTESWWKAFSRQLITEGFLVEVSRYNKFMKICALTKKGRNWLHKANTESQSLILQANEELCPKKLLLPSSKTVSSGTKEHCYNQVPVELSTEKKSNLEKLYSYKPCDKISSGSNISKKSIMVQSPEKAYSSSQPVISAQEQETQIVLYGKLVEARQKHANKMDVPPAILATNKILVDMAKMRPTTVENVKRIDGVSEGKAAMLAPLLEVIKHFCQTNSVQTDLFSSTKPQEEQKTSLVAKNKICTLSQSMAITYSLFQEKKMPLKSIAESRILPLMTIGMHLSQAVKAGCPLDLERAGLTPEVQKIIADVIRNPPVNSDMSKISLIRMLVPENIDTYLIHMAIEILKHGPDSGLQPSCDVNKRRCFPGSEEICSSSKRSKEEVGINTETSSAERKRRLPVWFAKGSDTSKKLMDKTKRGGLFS
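Enzyme (20 nM final) and test compound sit together 15 min at room temperature before substrate addition. Substrate is a single-forked duplex oligonucleotide (100 nM) labelled with fluorophore and quencher, with 2 mM ATP; helicase unwinding raises red fluorescence, read kinetically.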
CCT chaperon mod = cytosolic chaperonin activity modulation | purified chaperonin ATPase assay, HTRF ADP detection, 30 min | activity change, % (concentration not given with the values), hits read low | 0.3% of 360,000 active; in the data active means activity change below about -30%; further: on the % scale 0 is the no-effect control and ±100 the full control effect
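First, chaperonin was dispensed at 40 nM or 20 nM final depending on batch activity. Next, compounds were pinned at 76 uM and ATP added at 10 uM. After 30 min at 37 °C, ADP detection reagents ran 30 min at ambient temperature.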
EPAC2 ag = agonists of human EPAC2 (RAPGEF4). 0.079% of 360,000 active. Q8WZA2. EPAC2 activation, biochemical qHTS; response scale: 100% = 6.5 mM cAMP response. Potency, µM (highest dose often 154 µM), for inactives: at the top dose activation, most hits filed as activators; further: potency means the concentration at half of the fitted maximal effect; nearly all actives have a fitted effect of over 50% in size
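Guanine nucleotide exchange by EPAC2 is measured as reduced fluorescence of BODIPY-GDP once it is released from 250 nM Rap1B. Plates are read kinetically for 30 min at room temperature; results are scaled to 6.5 mM cAMP.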
PLK1 PBD inh = inhibitors of human PLK1 polo-box domain binding | AID 720504 | Plk1 PBD binding of FITC phosphopeptide, fluorescence polarization | 2.8% of 360,000 active | P53350 | Potency, µM, without a hit: max response, negative = inhibition, most hits filed as inhibitors; further: potency means the concentration at half of the fitted maximal effect; series mostly up to about 57 µM; on the % scale 0 is the no-effect control and ±100 the full control effect; nearly all actives have a fitted effect of over 65% in size
IL2 activator = activates IL-2 in a cell-based reporter assay. IL-2 activation reporter assay, cell-based qHTS; stimulated with anti-CD3/CD4/CD28 beads; in transgenic mouse T cells. activation, % (series mostly up to about 46 µM). 0.065% of 360,000 active; in the data active means activation above about 50%; inconclusive means mostly about 30% to 49%; further: 0% is about no effect
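Using fluorescent plate cytometry, EGFP and DsRed are detected in transgenic mouse T cells stimulated 18 h at 37 degrees C with antibody-coated beads after 60 min compound pretreatment.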
EPAC1 agonist = EPAC1 (human) agonism; O95398; AID 720707; Potency, µM (titrated, usually from 154 µM), for inactives: top-dose activation, actives largely listed as activators; EPAC1 agonist qHTS, biochemical assay; response scale: 100% = response to 6.5 mM cAMP; 0.073% of 360,000 active; further: potency means the concentration at half of the fitted maximal effect; nearly all actives have a fitted effect of over 60% in size
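Nucleotide exchange by EPAC1 (100 nM) on Rap1B–BODIPY-GDP (250 nM) in the presence of 50 uM GDP is tracked fluorescently at 480/540 nm over 30 min. Signals are normalized to a 6.5 mM cAMP control.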
PI5P4K alpha inh = PI5P4K alpha (human) kinase inhibition. P48426. PI5P4Kalpha enzyme, ADP-Glo luminescence, 60 min; stronger effect = lower value. max response, %. 1.2% of 330,000 active. AID 652105; active means max response of -50% or lower; inconclusive means between -30% and -50%; inactive means -30% or higher; further: value at the top dose of about 77 µM; on the % scale 0 is the no-effect control and ±100 the full control effect
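Enzyme plus substrate dispensed, test compounds pinned in, then ATP (5 microM final) added. After 60 min at RT, ADP-Glo reagent 1 for 45 min and reagent 2 for 30 min preceded luminescence imaging.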
Active calls of the source: *; ? = inconclusive; . = not tested or not shown; [ ] = remark or other dose. Unless noted, the call rests on the fitted dose curve; in most records, active means well fitted curve in the direction sought with a large enough effect; inconclusive means small, poorly fitted or top-dose-only effect, or another doubt; inactive means no such curve, though single readings can be large; an effect the other way counts as inactive or inconclusive. Some of the compounds tested, so the mix of outcomes need not match the whole.

entry	smiles	EPAC1 antagonist	WRN inhibitor	CCT chaperon mod	EPAC2 ag	PLK1 PBD inh	IL2 activator	EPAC1 agonist	PI5P4K alpha inh
1	CN(C1CCCCC1)S(=O)(=O)c1ccc2c(c1)c(=O)c(C(=O)O)cn2C	-5%	25%	-0.4	7%	3%	-4.1	-10%	4
2	COc1ccc(C(=O)c2ccccc2CN2C(=O)c3ccccc3C2=O)cc1	-2%	3%	-3.4	5%	-10%	-2.5	6%	3
3	Cc1oc2c(c1C(=O)NC(Cc1c[nH]c3ccccc13)C(=O)O)CCCC2 (stereo not given)	-12%	1%	0.7	-5%	-12%	0.3	0%	0
4	CC(C)(C)n1nnnc1C(c1cccc(C#N)c1)N1CCC(Cc2ccccc2)CC1 (stereo not given)	-12%	-12%	-3.9	16%	-3%	-3.0	10%	.
5	Nc1ncnc2c1ncn2[C@@H]1O[C@H](CNCc2c(OCc3ccccc3F)ccc3ccccc23)[C@@H](O)[C@H]1O	2%	7%	1.8	5%	-3%	-0.6	5%	14
6	Cc1ccccc1-c1cc2nc(NCc3ccccc3F)n(C)c(=O)c2s1	-25%	1%	-0.9	15%	-14%	-0.4	8%	38
7	CCOc1cc(N2CCOCC2)c(OCC)cc1NC(=O)CN1C(=O)NC(Cc2ccccc2)C1=O (stereo not given)	8%	8%[57.1 µM]	2.6	-1%	-1%	-2.6	-2%	3
8	COc1cccc(CNC(=O)CCS(=O)(=O)c2ccc3c(c2)CC(C)N3C(=O)C2CC2)c1 (stereo not given)	2%	4%	1.2	-4%	21µM*	-2.5	-6%	1
9	Cc1cccc(N2C(=O)C3C4CC(=O)C(c5ccccc54)C3C2=O)c1C (stereo not given)	-4%	4%	-0.1	14%	0%	-1.6	-1%	2
10	CCOc1ccc(OCCn2c(S(=O)(=O)O)nc3c(N)ncnc32)cc1	15%	-3%[57.1 µM]	0.0	3%	-4%	-2.0	0%	-24
11	COc1ccc(OC)c(S(=O)(=O)NCC2CCCO2)c1 (stereo not given)	5%	-5%	-0.2	1%	2%	0.5	-8%	2
12	CCc1ccc2c(c1)c(N=NC1=NC(=O)CS1)c(O)n2C	9%	-16%	-5.3	-19%	-13%	1.2	4%	-16
13	Cc1nnsc1C(=O)N/N=C/c1ccccc1	18%	-8%	0.3	11%	-12%	0.8	6%	-1
14	COc1ccc(C2/C=C\CN(S(=O)(=O)/C=C/c3ccccc3)[C@H](Cc3ccccc3)C(=O)N2Cc2ccc(F)cc2)cc1 (stereo not given in full)	7%	10%	-1.7	1%	-12%	0.1	0%	-17
15	CCCCNC(=O)OC(C)CNC(=O)OC (stereo not given)	14%	2%	0.6	-10%	1%	0.2	-1%	-7
16	COCc1cccc(-c2csc(C(C)(NC(C)=O)c3ccccc3)n2)c1 (stereo not given)	-19%	1%	-0.4	12%	-12%	-0.6	-9%	5
17	CC(C)(C)CC(=O)NCc1ccc(F)cc1	0%	-3%	-2.7	-4%	-8%	-1.5	-2%	10
18	Cc1cccc(-c2nc(C#N)c(NCC3CCCO3)o2)c1 (stereo not given)	4%	0%	2.2	2%	1%	-0.8	-5%	5
19	Cc1ccc(N2CSC3=C(C#N)C(c4cccs4)CC(=O)N3C2)cc1 (stereo not given)	-22%	-14%	0.7	-2%	15µM*	-1.9	-7%	-60*
20	Cc1ccncc1CNC(=O)c1ccccc1	6%	-2%	-0.5	5%	-4%	0.8	9%	9
21	COc1ccc2nc(NC(=O)C3=NN(c4ccccc4)C(=O)CC3)sc2c1	-2%	-5%	-1.7	7%	-4%	0.6	6%	-11
22	O=C(NCC1CCCO1)c1cccc(F)c1 (stereo not given)	-10%	0%	-0.8	1%	1%	0.1	-8%	1
23	Cc1nnc(N(C)C(=O)c2cnccn2)s1	-4%	-3%	-0.8	11%	-21%	-4.2	3%	-6
24	Cc1ccc(-c2nc(CS(=O)CC(=O)NCCN3CCOCC3)c(C)o2)cc1 (stereo not given)	14%	0%	0.1	13%	-14%	-0.8	-5%	0
25	O=S(=O)(Nc1ccc(Br)cc1)c1cccc(NC(=S)NCCN2CCOCC2)c1	-15%	-23%	-1.5	2%	?	-1.6	0%	-4
26	Oc1ccc(Nc2nnc(-c3ccc(O)cc3)c3ccccc23)cc1	0%	-6%	-1.7	8%	-16%	-4.9	0%	-23
27	Cc1c(C(=O)O)c(-c2ccccc2)nn1-c1ccccc1	12%	0%	-1.4	0%	0%	0.0	6%	-1
28	CCCNS(=O)(=O)c1ccc(CCC(=O)N2CCN(c3ccc(OC)cc3)CC2)cc1	-7%	-3%[57.1 µM]	-1.2	5%	-6%	-0.1	8%	.
29	CS(=O)(=O)N(CC(=O)N1CCCCCC1)Cc1ccc(Cl)cc1	1%	-3%	-2.8	-3%	-1%	-0.5	9%	.
30	C#CCOCCOCCOCCNc1nc(N2CCN(C(=O)[C@H](CCCCN)n3cc(CN)nn3)CC2)nc(N2CCN(C(=O)[C@H](CCC(=O)O)n3cc([C@@H](N)CCCCN)nn3)CC2)n1	-17%	-3%	-0.3	-1%	4%	-0.2	-1%	-2
31	Cc1c(Br)c([N+](=O)[O-])nn1CC(=O)Nc1cccc2nonc12	-1%	-3%	0.5	-4%	-14%	-3.0	7%	?
32	CCC/C=C1/CCCOC(C(=O)NCc2ccccc2)(C(F)(F)F)C1 (stereo not given)	?	-7%	1.2	7%	-6%	-0.6	-17%	0
33	CN(C)c1ccc(C=C(c2nnnn2-c2ccccc2)c2nnnn2-c2ccccc2)cc1	-6%	4%	0.6	26%	-1%	0.0	9%	9
34	Cc1cc(C(F)(F)F)n(-c2nc(C(=O)NNS(=O)(=O)c3ccccc3[N+](=O)[O-])cs2)n1	-3%	-15%	-1.9	-1%	-14%	0.7	3%	?
35	CCN1CCN(C(c2cccs2)C(C)NC(=S)Nc2cc(C)ccc2C)CC1 (stereo not given)	18%	7%	0.8	3%	-9%	5.4	5%	12
36	Cc1cc(C)cc(-c2nc(-c3ccncc3)no2)c1	9%	-4%	-0.2	2%	3%	-2.4	-6%	1
37	C/C=C(/C)C(=O)O[C@@H]1c2cc3c(c(OC)c2-c2c(cc(OC)c(OC)c2OC)[C@@H](OC(C)=O)[C@@H](C)[C@H]1C)OCO3	-4%	-1%	-1.8	4%	-5%	-0.2	4%	4
38	CCn1c(COc2cccc(C)c2)nnc1SCC(=O)N1CCCC1	15%	10%	-0.9	6%	-2%	-1.3	0%	.
39	O=C(Oc1cccc(-n2cnnn2)c1)c1ccccc1Cl	9%	12%	-2.9	5%	-2%	1.7	6%	-3
40	CCCCn1nc2cc(C(=O)NCc3ccccc3OC)ccc2c1OCC	14%	3%	-4.8	4%	-8%	-0.3	-14%	-2
41	O=C(NCCCN=C1NS(=O)(=O)c2ccccc21)c1ccc(S(=O)(=O)N2CCCCC2)cc1	-2%	-1%	-2.2	-3%	-12%	-3.6	11%	.
42	O=C(c1ccc(F)cc1F)C1CCN(c2ccc([N+](=O)[O-])cn2)CC1	-11%	-14%	-1.0	0%	-3%	-3.6	0%	8
43	CC(=O)c1ccc(Nc2cc(C)nc3c(C)cc(C)cc23)cc1	1%	3%	-2.8	25%	1%	-0.1	6%	6
44	O=C(c1cc(-c2ccco2)on1)N1CCOCC1	-11%	-3%	-2.7	11%	-11%	0.5	1%	.
45	C[C@@H]1COC(=O)[C@@H](CC(=O)OC(C)(C)C)C/C=C\C[C@H](CC(=O)N(CCO)Cc2ccccc2)C(=O)N1	4%	-3%	-0.2	7%	2%	1.3	-9%	2
46	O/N=C/c1cc2ccccc2n1Cc1ccccc1F	-17%	-3%	0.2	5%	-6%	1.6	-8%	1
47	O=C1C(Cc2ccccc2)Nc2ncnc(N3CCc4ccccc4C3)c2N1Cc1ccc(Cl)cc1 (stereo not given)	-17%	-13%	-4.3	16%	-22%	-0.5	-3%	?
48	COc1cc(C(=O)NC(=S)Nc2nc(-c3ccc(F)cc3)cs2)cc(OC)c1OC	5%	2%	0.3	6%	-6%	2.3	-4%	1
49	CCS(=O)(=O)C(=C(Nc1ccc(OC)cc1)Nc1ccc(OC)cc1)S(=O)(=O)CC	4%	3%	-0.4	1%	1%	-2.1	-4%	-2
50	O=C(O)c1cc(Br)ccc1NN=C1CCCCC1	-19%	-1%	-2.5	-5%	-16%	0.8	-8%	-17
51	CC(C)CCNC(=O)c1onc(CSc2ccc(Cl)cc2)c1C(=O)NCCC(C)C	-23%	-13%	1.7	-8%	?	-0.1	-6%	9
52	Fc1ccccc1NC(=S)NCc1ccc2c(c1)OCO2	-1%	-22%	-1.9	5%	-9%	-0.2	-6%	6

A second format for part of the listing above.
Values run as follows: EPAC1 antagonist | WRN inhibitor | CCT chaperon mod | EPAC2 ag | PLK1 PBD inh | IL2 activator | EPAC1 agonist | PI5P4K alpha inh
43	CC(=O)c1ccc(Nc2cc(C)nc3c(C)cc(C)cc23)cc1
 : 1% | 3% | -2.8 | 25% | 1% | -0.1 | 6% | 6
44	O=C(c1cc(-c2ccco2)on1)N1CCOCC1
 : -11% | -3% | -2.7 | 11% | -11% | 0.5 | 1% | .
45	C[C@@H]1COC(=O)[C@@H](CC(=O)OC(C)(C)C)C/C=C\C[C@H](CC(=O)N(CCO)Cc2ccccc2)C(=O)N1
 : 4% | -3% | -0.2 | 7% | 2% | 1.3 | -9% | 2
46	O/N=C/c1cc2ccccc2n1Cc1ccccc1F
 : -17% | -3% | 0.2 | 5% | -6% | 1.6 | -8% | 1
47	O=C1C(Cc2ccccc2)Nc2ncnc(N3CCc4ccccc4C3)c2N1Cc1ccc(Cl)cc1 (stereo not given)
 : -17% | -13% | -4.3 | 16% | -22% | -0.5 | -3% | ?
48	COc1cc(C(=O)NC(=S)Nc2nc(-c3ccc(F)cc3)cs2)cc(OC)c1OC
 : 5% | 2% | 0.3 | 6% | -6% | 2.3 | -4% | 1
49	CCS(=O)(=O)C(=C(Nc1ccc(OC)cc1)Nc1ccc(OC)cc1)S(=O)(=O)CC
 : 4% | 3% | -0.4 | 1% | 1% | -2.1 | -4% | -2
50	O=C(O)c1cc(Br)ccc1NN=C1CCCCC1
 : -19% | -1% | -2.5 | -5% | -16% | 0.8 | -8% | -17
51	CC(C)CCNC(=O)c1onc(CSc2ccc(Cl)cc2)c1C(=O)NCCC(C)C
 : -23% | -13% | 1.7 | -8% | ? | -0.1 | -6% | 9
52	Fc1ccccc1NC(=S)NCc1ccc2c(c1)OCO2
 : -1% | -22% | -1.9 | 5% | -9% | -0.2 | -6% | 6
